sPLA2-III inh = human group III sPLA2 inhibitors, primary screen, biochemical, QFRET, BODIPY PC-A2 liposome substrate | QFRET BODIPY PC-A2 liposome hydrolysis, fluorescence | inhibition, % at 12.2 µM | actives 0.56% (n = 370,000) | AID 743126, 2013;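 active = inhibition above mean plus 3 SD of compounds lying within the high and low control bounds, cut at about 19% in these data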;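 note: 0% = median of test compound wells and 100% = no enzyme DMSO wells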
Rev-erbA mod = modulators of Rev-erb alpha DNA binding, primary screen, biochemical, FITC-DNA, fluorescence polarization, uHTS. Nuclear receptor subfamily 1 group D member 1 (Homo sapiens), P20393. Rev-erbα–FITC-DNA binding, 90 min. activity, % at 10 µM. actives 0.79% (n = 370,000). AID 1259318, 2017;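 active = activity above about 14%, limit read from the data; passing the limit was not always enough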;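 note: 0% = DMSO wells with 35 nM protein and 100% = DMSO wells with 750 nM protein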
UHRF1 binding = UHRF1 methylated DNA binding inhibitors, primary screen, counter-screen for MBD2 inhibitor project, biochemical, TR-FRET, human UHRF1, single concentration | AID 687016, 2013 | inhibition, % at 4.4 µM | UHRF1 binding to methylated oligo | E3 ubiquitin-protein ligase UHRF1 (Homo sapiens), Q96T88 | actives 0.75% (n = 370,000); in the data active = inhibition above about 21%;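 note: UHRF1 SRA domain binding a hemimethylated CpG hairpin DNA probe; 0% = median of test compound wells and 100% = reference inhibitor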
Tn6 DDE FP = inhibitors of Tn6 peptide binding to fibrin DD(E), primary screen, biochemical, fluorescence polarization, human fibrin, Tn6 probe. Fibrin DD(E) TRITC-Tn6 fluorescence polarization displacement. inhibition, % at 8.3 µM. actives 0.21% (n = 370,000). AID 720509, 2013. Fibrinogen beta chain (Homo sapiens), P02675;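 active = inhibition above a per-campaign cutoff: mean of compounds within control limits plus 3 SD, cut at about 15% in these data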;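 note: 0% = median of all compound wells on the plate and 100% = blocking peptide control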
ASAP1 GAP inh = inhibitors of human ASAP1 ArfGAP activity, primary screen, biochemical, fluorescence polarization | ASAP1-stimulated ARF1 GTP hydrolysis, GDP FP detection | inhibition, % at 16.5 µM | actives 0.19% (n = 360,000) | AID 624377, 2012; in the data active = inhibition above about 25%;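 note: 0% = vehicle with enzyme and substrate and 100% = no enzyme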
Target sequence (Q9ULH1 325-724 limits assumed): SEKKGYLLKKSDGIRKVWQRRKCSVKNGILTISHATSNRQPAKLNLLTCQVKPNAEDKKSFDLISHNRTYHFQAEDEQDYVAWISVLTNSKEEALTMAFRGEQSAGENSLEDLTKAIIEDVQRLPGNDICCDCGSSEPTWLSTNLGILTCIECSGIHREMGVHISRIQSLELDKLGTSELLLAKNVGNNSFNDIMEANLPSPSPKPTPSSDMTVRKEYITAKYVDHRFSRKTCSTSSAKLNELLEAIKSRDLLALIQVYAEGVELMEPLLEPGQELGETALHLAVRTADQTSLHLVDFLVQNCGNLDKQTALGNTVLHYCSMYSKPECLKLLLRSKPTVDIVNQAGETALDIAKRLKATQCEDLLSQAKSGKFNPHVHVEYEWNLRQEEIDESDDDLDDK
ARFGAP1 inhibitor = inhibitors of rat ARFGAP1 GAP activity, primary screen, biochemical, fluorescence polarization, GDP tracer; Arfgap1-stimulated ARF1 GTP hydrolysis, GDP FP detection; inhibition, % at 16.5 µM; actives 0.26% (n = 360,000); AID 651572, 2012;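 active = inhibition above a per-plate limit, mean inhibition of low control wells plus 3 SD, cut at about 25% in these data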;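 note: 0% = DMSO wells with enzyme and 100% = wells lacking Arfgap1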
Target sequence (Q62848 1-136 limits assumed): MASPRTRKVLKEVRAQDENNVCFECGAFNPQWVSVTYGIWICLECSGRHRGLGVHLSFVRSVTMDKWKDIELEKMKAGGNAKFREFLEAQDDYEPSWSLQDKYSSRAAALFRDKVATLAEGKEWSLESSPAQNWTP
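Material: truncated rat Arfgap1 GAP domain; Incubation: compound-enzyme preincubation 20 min, reaction 120 min, detection 60 min, 25 °C; Read-out: percent inhibition of Arfgap1-stimulated GTP hydrolysis; Technique: FP, GDP Alexa 633 tracer displaced from anti-GDP antibody, 620/688 nm; Controls: No-Arfgap1 wells (100%) versus DMSO full-reaction wells (0%); Replication: single well per compound.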
PLC-gamma1 inh = PLC-gamma1 enzyme inhibitors, primary screen, biochemical, fluorescence, purified enzyme | 1-phosphatidylinositol 4,5-bisphosphate phosphodiesterase gamma-1 (Homo sapiens), P19174 | fluorogenic substrate | inhibition, % at 12.2 µM | actives 0.84% (n = 370,000); in the data active = inhibition above about 9.5%
PLC-beta3 inh = human PLC-beta3 inhibitors, primary screen, biochemical, fluorescence; Purified PLC-beta3, fluorogenic substrate; inhibition, % at 12.2 µM; actives 0.18% (n = 370,000); AID 720704, 2013; 1-phosphatidylinositol 4,5-bisphosphate phosphodiesterase beta-3 (Homo sapiens), Q01970; in the data active = inhibition above about 11%;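 note: 0% = median of compound wells on plate and 100% = full blocker control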
Tn7 DDE FP = inhibitors of Tn7 peptide binding to fibrin DD(E), primary screen, biochemical, fluorescence polarization, human fibrin, Tn7 probe | AID 720508, 2013 | FP displacement of FITC-Tn7 peptide from fibrin DD(E); 0% = median of compound wells per plate | inhibition, % at 8.3 µM | actives 0.13% (n = 370,000) | Fibrinogen beta chain (Homo sapiens), P02675;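 active = inhibition above the mean of compounds falling within the control limits plus 3 SD of them, cut at about 14% in these data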;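 note: 0% = plate median of compound wells and 100% = 10 µM Aha-Tn7 peptide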
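assay system = human clot-derived fibrin DD(E) complex | quantity = Fibrin-DD(E) at 2 µM final | timing = 10 min preincubation, 3 h with tracer, room temperature | signal = fluorescence polarization | measure = percent inhibition | benchmarks = high control wells with 10 µM unlabelled Aha-Tn7 peptide (full inhibition) | replicates = singlicate testing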
KLK7 zymogen act = proKLK7 zymogen activators, primary screen, biochemical, fluorescence intensity | Kallikrein-7 (Homo sapiens), P49862 | AID 652039, 2013 | purified proKLK7, EDANS-DABCYL substrate fluorescence; 100% is mature enzyme control, 0% vehicle | activation, % at 7 µM | actives 0.9% (n = 370,000);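 active = activation above the mean of all tested compounds plus 3 SD, computed per campaign excluding outliers beyond control limits, cut at about 13% in these data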
Target sequence (P49862 whole entry, looked up): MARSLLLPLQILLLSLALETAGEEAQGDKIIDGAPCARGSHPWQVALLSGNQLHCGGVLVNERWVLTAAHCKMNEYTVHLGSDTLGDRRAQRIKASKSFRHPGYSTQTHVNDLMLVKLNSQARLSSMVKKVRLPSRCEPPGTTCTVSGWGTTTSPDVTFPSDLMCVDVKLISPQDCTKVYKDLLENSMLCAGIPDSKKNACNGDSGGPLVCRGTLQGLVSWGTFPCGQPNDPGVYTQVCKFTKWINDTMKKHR
An asterisk follows results filed as active; / = not tested or not shown.

SMILES	sPLA2-III inh	Rev-erbA mod	UHRF1 binding	Tn6 DDE FP	ASAP1 GAP inh	ARFGAP1 inhibitor	PLC-gamma1 inh	PLC-beta3 inh	Tn7 DDE FP	KLK7 zymogen act
CCOC(=O)C(C(=O)NCc1ccc(F)cc1)c1ncc(C(F)(F)F)cc1Cl (stereo not drawn)	-10	3	-2	-2	-12	-4	-1	0	0	0.0
Cc1ccc(-c2cc(C(=O)NCc3cnn(C)c3C)c3cc(Br)ccc3n2)cc1	-6	32*	-2	-5	10	0	-3	-5	7	-0.1
COc1ccc(-c2nc(CN3CCN(C(=O)c4ccco4)CC3)c(C)o2)c(OC)c1C	-3	-4	2	0	5	1	-5	-20	-1	-0.5
Cn1c(=O)[nH]c(=O)c2c1nc(CN1CCN(c3cccc(Cl)c3)CC1)n2CCCc1ccccc1	1	-3	1	0	-2	-8	0	4	-8	0.2
Nc1[nH]ncc1S(=O)(=O)c1ccccc1	-3	6	1	9	4	-9	2	-2	-4	-0.3
O=C(NCc1cccc(C(F)(F)F)c1)c1csc(COCCO)n1	-3	-5	-1	-1	13	-9	3	4	3	-0.4
COc1ccc(-c2nnc(NC(=O)c3ccccc3C)o2)cc1	4	1	-3	8	11	-1	-1	4	4	0.0
O=C(CCNC(=O)c1ccccc1Cl)Nc1nc(-c2ccc(F)cc2)cs1	-12	-1	-3	-4	1	14	2	0	-9	-0.5
COc1cc(C2CC(=O)Oc3c2c(=O)n(C)c2ccccc32)ccc1O (stereo not drawn)	-3	6	2	-5	1	-16	-2	-4	4	0.6
CCN1CCN(Cc2ccc(NC(=O)c3ccc(C)c(NC(=O)c4ccc5n[nH]nc5c4)c3)cc2C(F)(F)F)CC1	-25	3	0	-8	-6	6	0	1	-3	0.1
COc1ccc(S(=O)(=O)N(C)CC(=O)Nc2ccc(C)cc2)cc1OC	4	0	5	-2	-1	2	-2	-5	7	-0.1
COc1cccc(OC)c1C(=O)Nn1c(C2CCC2)nc2ccccc2c1=O	1	0	3	-1	0	-1	4	3	0	0.0
CSCc1c(C(=O)N2CCCc3ccccc32)oc2ccccc12	-1	-3	-1	-1	8	-6	0	-2	-10	0.6
Cc1ccccc1NC(=O)c1ccc(CN2CCc3ccccc3C2)cc1	-2	-4	0	-4	0	2	3	3	-4	-0.4
CC(Oc1ccc(F)cc1)C(=O)Oc1ccc(N(C)S(=O)(=O)c2ccccc2)cc1 (stereo not drawn)	3	1	3	-1	-7	0	2	-3	2	-0.6
Cc1ccc(Cl)c(OCC(O)CN(CCO)CCO)c1 (stereo not drawn)	4	-1	0	-6	-6	-10	-2	-3	0	0.5
O=C(OCC(=O)N1CCC(c2ccccc2)=N1)c1ccc(Cl)s1	0	2	-4	1	5	2	-2	0	2	0.2
O=C1CC(N(O)C2CC(=O)N(Cc3ccccc3)C2=O)C(=O)N1Cc1ccccc1 (stereo not drawn)	-8	8	3	5	-7	4	-14	-19	-2	5.1
CC1(C)C=C2C(=NN(c3ccccc3)C(N)=C2C#N)CO1	7	19*	-4	6	26*	9	-27	-23	0	-0.3
CCN(C(=O)CN1C(=O)S/C(=C\c2cccc(OC)c2)C1=O)C1CCS(=O)(=O)C1 (stereo not drawn)	5	-1	3	-3	4	-7	-17	-27	4	0.8
COC(=O)[C@H](C(C)C)N1CCc2nnn(CC3CCCCC3)c2-c2ccccc2S1(=O)=O	-7	1	-2	-1	/	/	0	4	1	0.3
CCOC(=O)c1ccccc1NC(=O)c1cc2ccccc2o1	1	5	0	-9	3	7	-2	-8	-1	0.1
Cc1cc(OC(=O)Nc2ccccc2)ccc1Cl	-10	1	13	1	0	9	-1	4	-2	-0.2
Cc1cccc(C(=O)O/N=C2\CCSc3ccc(C)cc32)c1	-4	2	-4	0	-4	-6	2	0	-7	0.1

2 neighbouring entries out of the list so far, for reference:
SMILES	sPLA2-III inh	Rev-erbA mod	UHRF1 binding	Tn6 DDE FP	ASAP1 GAP inh	ARFGAP1 inhibitor	PLC-gamma1 inh	PLC-beta3 inh	Tn7 DDE FP	KLK7 zymogen act
O=C(OCC(=O)N1CCC(c2ccccc2)=N1)c1ccc(Cl)s1	0	2	-4	1	5	2	-2	0	2	0.2
O=C1CC(N(O)C2CC(=O)N(Cc3ccccc3)C2=O)C(=O)N1Cc1ccccc1 (stereo not drawn)	-8	8	3	5	-7	4	-14	-19	-2	5.1

The list continues:
SMILES	sPLA2-III inh	Rev-erbA mod	UHRF1 binding	Tn6 DDE FP	ASAP1 GAP inh	ARFGAP1 inhibitor	PLC-gamma1 inh	PLC-beta3 inh	Tn7 DDE FP	KLK7 zymogen act
Cn1c(CNC(=O)c2ccccc2F)nnc1SCC(=O)c1ccccc1	-7	0	2	-3	-6	11	-43	-5	-1	0.2
N#Cc1c(-c2ccccc2)cc(-c2ccc3c(c2)OCO3)[nH]c1=O	-3	-4	0	-3	5	13	-234	-358	-6	-12
CC(=O)Nc1ccc(NC(=O)C2(C)Cc3c(-c4cccc(NC(C)=O)c4)ccnc3O2)cc1 (stereo not drawn)	-2	-2	1	2	-10	5	0	-1	-1	-0.1
COc1ccccc1Nc1nc(-c2c(C)nc3ncccn23)cs1	7	3	-7	1	-6	16	-22	-33	8	-1.6
Cn1nc(C(F)(F)F)c(/C=N/OC(=O)c2ccccc2Cl)c1SCc1ccccc1Cl	-7	3	2	-5	-4	8	7	-4	4	-0.5
Cc1ccc(OC(C)C(=O)OCC(=O)Nc2sccc2C(N)=O)cc1 (stereo not drawn)	1	-10	-2	-3	7	-5	-3	-9	-1	-0.4
COc1ccc(C(=O)NCC(=O)OCC(=O)c2c(C)[nH]c3ccccc23)cc1OC	15	2	4	-6	1	11	1	-4	1	0.3
O=C(COC(=O)c1ccccc1)Nc1cccc(S(=O)(=O)N2CCOCC2)c1	-2	3	-1	-5	7	4	1	2	7	-0.2
O=C(CSc1ncnc2scc(-c3ccccc3)c12)N1CCN(c2ccccc2F)CC1	1	0	-2	-3	-7	-1	1	3	-2	0.2
COc1cccc(C(C)(O)c2nc(-c3ccc(OC)c(OC)c3)cs2)c1 (stereo not drawn)	-13	-7	-4	2	3	6	4	4	1	-0.1
CCOc1ccc(N2CC(C(=O)NCc3nnnn3-c3ccc(C)c(C)c3)CC2=O)cc1 (stereo not drawn)	-7	-2	-1	-7	8	5	-2	-7	-2	-0.2
Cc1nn(Cc2ccccc2)c(C)c1NC(=O)CSc1nnc(-c2cc(Cl)ccc2O)n1C	-20	5	3	0	-5	-1	-3	-6	-14	-0.2
Cn1cnc(S(=O)(=O)N2CCN(c3ccc(F)cc3)CC2)c1	1	-10	-1	-1	-10	0	2	-6	-3	0.3
O=C(c1cc(-c2ccc(Cl)cc2)n[nH]1)N1CCc2ccccc2C1	4	-6	3	3	-4	2	4	-10	-6	0.3
CCn1c(CNC(=O)c2ccco2)nnc1SCC(=O)Nc1cccc(F)c1	3	-8	6	-7	1	22	2	-1	0	-0.1
Nc1ccc(Oc2ccc3c(c2)C(=O)N(CC2CCCO2)C3=O)cc1 (stereo not drawn)	17	4	3	-7	3	-1	1	-2	5	0.4
CN(C)/C=C/C(=O)c1ccc(Cl)cc1	-7	1	0	-3	-6	10	-9	-11	2	0.0
COc1cc(N)ccc1Cc1ccc(N)cc1OC	9	-2	1	-2	5	-6	1	-3	0	-0.3
CC12COC3(C(=O)Nc4ccc(Cl)cc4)CC1CCC32C (stereo not drawn)	-7	9	8	0	-2	12	5	4	0	-0.2
Cc1cc(C)nc(Sc2ccc(/C=C(\C#N)C(=O)Nc3ccccc3)o2)n1	-7	1	-4	2	14	1	-5	-9	0	-0.2
O=C1OCC2=Nc3cccc4cccc(c34)N12	14	-3	-11	10	-1	7	-10	-16	-3	-4.6
CCC(Cc1ccccc1)NC(=O)C1CCN(c2nn3c(=O)cc(C)nc3s2)CC1 (stereo not drawn)	-2	6	8	-14	-4	0	3	-14	7	0.9
Oc1cccc(CN2CCOCC2)c1O	-6	-10	85*	4	-13	-11	3	-2	-3	0.0
CCCCCCOC(=O)Nc1ccc(S(=O)(=O)Nc2cccc([N+](=O)[O-])c2)cc1	-59	-1	1	-3	2	0	2	0	-1	-0.1
Cc1ccc(N2C(=O)CC(N3CCN(c4ccccn4)CC3)C2=O)cc1 (stereo not drawn)	2	-2	4	-9	6	11	1	0	4	-0.3

Assay outcomes (PubChem)
